Compound activity from PubChem.
SENP1 inh = blocks the human SENP1 SUMO protease catalytic domain; recombinant SENP1 catalytic domain, CyPet-SUMO1-YPet FRET cleavage; inhibition, % at 10 µM; hit rate 0.21% among 360,000; AID 624204;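 active = inhibition at least 30% at 10 µM, raw YFP signal under a set limit, fluorescence ratio 0.5 to 1.5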;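 also: 0% = enzyme with DMSO and 100% = no enzyme wells; some results filed as inactive read as strong as hits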
Target sequence (Q9P0U3 419-644 limits assumed): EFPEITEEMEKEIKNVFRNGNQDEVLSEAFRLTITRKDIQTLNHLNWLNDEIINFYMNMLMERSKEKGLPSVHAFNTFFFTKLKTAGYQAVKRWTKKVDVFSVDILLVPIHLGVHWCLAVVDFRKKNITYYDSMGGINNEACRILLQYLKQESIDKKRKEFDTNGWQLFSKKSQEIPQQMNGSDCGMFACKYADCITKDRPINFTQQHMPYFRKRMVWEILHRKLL
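system = hSENP1 catalytic domain, recombinant | reagent = SFCypet-SUMO1-SFYpet substrate at 25 nM | doses = one dose per compound, 10 µM, 0.5% DMSO | incubation = enzyme reaction for 50 min at room temperature, dark | measured by = FRET, CFP and YFP emission | controls = no-enzyme low, enzyme-DMSO high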
SENP8 block = inhibitors of human SENP8 protease; hit rate 0.64% among 360,000; recombinant SENP8, Nedd8 substrate fluorescence; AID 602440; inhibition, % at 20 µM; in the data active = inhibition mostly above about 40%, no sharp cut-off; inactive = mostly below about 27%
Target sequence (Q96LD8 whole entry, looked up): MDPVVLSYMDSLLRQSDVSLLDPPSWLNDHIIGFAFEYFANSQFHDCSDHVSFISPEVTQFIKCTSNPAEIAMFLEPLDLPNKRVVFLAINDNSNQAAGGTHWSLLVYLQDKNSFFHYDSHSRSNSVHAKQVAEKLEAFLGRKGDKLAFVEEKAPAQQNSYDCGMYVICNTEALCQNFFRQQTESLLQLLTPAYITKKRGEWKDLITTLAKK
* hit, by the source's call; i = inactive; & = joins results of further samples. Not all compounds are listed; count on the stated rates, not on these rows.

no.	Molecule	SENP1 inh	SENP8 block
1	CN(CCc1ccccc1)C(C(=O)Nc1ccc2c(c1)OCCO2)C1CC1 (stereo not drawn)	2.5	19.6
2	CC(C)CC(N)c1csc(Nc2ccc(C(=O)N(C)Cc3ccccc3)cn2)n1 (stereo not drawn)	-3.3	-144.4
3	CC(C)C[C@@H]1O[C@H](CCc2ccccc2)CC2=C1C(=O)OC(C)(C)O2	-1.3&2.0	5.8&15.4
4	O=C(Nc1ccc(F)c(Cl)c1)c1csc([C@H]2C[C@H](O)[C@@H](CO)O2)n1	-0.2	6.5
5	COc1ccc(CN(C)C(=O)[C@H]2O[C@@H](n3ccc(N)nc3=O)[C@H](O)[C@@H]2O)cc1OC	-0.4	10.9
6	O=C(CC[C@H]1O[C@@H](n2cnc3c(NC(=O)c4ccccc4)ncnc32)[C@H](O)[C@@H]1O)NCc1ccc2c(c1)OCO2	2.6	22.5
7	COc1ccccc1-c1csc(C(NC(C)=O)c2ccc(F)c(F)c2)n1 (stereo not drawn)	1.4	9.9
8	CC[C@@H]1CC2=C(C(=O)OC(C)(C)O2)[C@H](c2ccc(F)cc2)O1	-3.0	11.8
9	Cc1cccc(CN2CCN([C@@H]3CS(=O)(=O)N[C@H]3COCc3ccccc3)CC2)c1	-6.5	-9.2
10	CC(C)COC(=O)N1CCCCC1c1cc(C(=O)NCc2ccccc2)no1 (stereo not drawn)	-2.1	12.4
11	CN1OC[C@@H]2CN(S(=O)(=O)c3ccccc3)[C@H](c3ccccc3Br)C[C@@H]21	0.7	9.2
12	COC(=O)[C@]12CCCCC=C1N(CCc1ccc(OC)c(OC)c1)C(=O)[C@H](CC(=O)N1CCN(C(=O)C3CC3)CC1)C2	2.3	27.9
13	CCC1Cc2[nH]c(=S)[nH]c(=O)c2C(c2ccc(F)cc2)O1 (stereo not drawn)	-2.8	12.9
14	COCCNC(=O)C1CCCN(C(=O)c2nc(C)oc2C)CC1 (stereo not drawn)	2.8	18.8
15	CC1(C(=O)NS(=O)(=O)c2cccc(Cl)c2)CCN1C(=O)CCc1cccs1 (stereo not drawn)	2.0	9.6

Screen by screen, from the results shown:
SENP8 block for entries 12 to 15: 27.9, 12.9, 18.8, 9.6

The listing continues.
no.	Molecule	SENP1 inh	SENP8 block
16	COc1cccc(-c2nc(-c3ccccc3)c3ccc(Cl)cc3n2)c1	0.6	15.0
17	CC(C)C[C@@H](CN1CCC[C@@H]1CN1C(=S)NC[C@@H]1Cc1ccccc1)N1C[C@H](Cc2ccc(O)cc2)N(CC2CCCCC2)C1=S	3.1	6.0
18	OC[C@@H]1CN(Cc2ccc3c(c2)OCO3)C[C@H](n2cnc3c(N4CCN(c5ccccc5)CC4)ncnc32)O1	1.5	16.6
19	COc1cc(NC(=O)N2CCc3nc(NCc4cccc(Oc5ccccc5)c4)ncc3C2)cc(OC)c1OC	-6.4	-30.1
20	O=C(O)c1cccc(-c2csc(C(O)c3cccc(Cl)c3)n2)c1 (stereo not drawn)	1.6	1.4
21	Cc1ccc(-c2csc(C(C)(O)c3cccc(F)c3)n2)cc1C (stereo not drawn)	-2.5	12.3
22	O=S1(=O)CC(N2CCN(c3ccccn3)CC2)CN1Cc1ccc(F)cc1 (stereo not drawn)	1.0	6.3
23	CCOC(=O)Cc1ccc(Nc2nc3cc(-c4ccccc4C)sc3c(=O)n2C)cc1	1.0	-71.3
24	CCOC(=O)C1(C)CCN1C(=O)CSc1ccccc1 (stereo not drawn)	5.4	19.9
25	CCC(=O)N1CCC1(C)C(=O)Nc1cc(OC)ccc1OC (stereo not drawn)	0.3	15.1
26	Cc1cn([C@H]2C[C@H](O)[C@@H](/C=C/C(=O)NCc3ccc(N(C)C)cc3)O2)c(=O)[nH]c1=O	-1.5	24.2
27	Cc1cnc(CNc2nc3cc(-c4ccccc4C)sc3c(=O)n2C)cn1	3.5	-19.2
28	O=C(Nc1ccccc1)C1Cc2c(-c3ccc4c(c3)OCO4)ccnc2O1 (stereo not drawn)	-1.9	-94.0
29	CCCCc1c(-c2cccc(Br)c2)ncn1CCc1ccccc1OC	-0.4	11.2
30	CCC(c1nnnn1-c1ccc2c(c1)OCCO2)N1CCN(c2ccc(F)cc2)CC1 (stereo not drawn)	2.0	16.4

Taken from above:
`COc1cccc(-c2nc(-c3ccccc3)c3ccc(Cl)cc3n2)c1` – SENP1 inh = 0.6
`OC[C@@H]1CN(Cc2ccc3c(c2)OCO3)C[C@H](n2cnc3c(N4CCN(c5ccccc5)CC4)ncnc32)O1` – SENP1 inh = 1.5
`CC(C)C[C@@H](CN1CCC[C@@H]1CN1C(=S)NC[C@@H]1Cc1ccccc1)N1C[C@H](Cc2ccc(O)cc2)N(CC2CCCCC2)C1=S` – SENP1 inh = 3.1

The list goes on.
no.	Molecule	SENP1 inh	SENP8 block
31	CCNC(=O)C1(C)CCCCN1Cc1ccc(C#N)cc1 (stereo not drawn)	2.6	0.3
32	CCc1c(-c2cccc(Br)c2)ncn1Cc1cccc(-c2ccccc2)c1	0.9	10.1
33	Cc1cccc(CN2CCN([C@H]3CS(=O)(=O)N[C@@H]3COCc3ccccc3)CC2)c1	-12.7	-7.8
34	Fc1ccc(Nc2nc(NCc3cccs3)nc3ccsc23)cc1	-0.9	-331.7
35	N#Cc1cccnc1N1CCN(C(C(=O)NC2CCCC2)c2ccc(F)cc2)CC1 (stereo not drawn)	1.6	-4.3
36	CCc1nc2ccc(C(=O)Nc3cccc(OC)c3)cn2c1N(C)Cc1ccc(OC)cc1	-39.4	-5.4
37	CCOC(=O)CN1C(=O)N2C[C@H]3CON(C)[C@H]3C[C@H]2c2ccccc21	-4.1	15.7
38	C[C@@H]1CN([C@H](C)CO)C(=O)CCCn2cc(nn2)CO[C@H]1CN(C)S(=O)(=O)c1ccccc1F	3.3	14.1
39	CCCCN1C(=O)C(=O)NC[C@@H]1CC1CCCCC1	2.0	7.2
40	CC1=C(C(=O)N2CCCCCC2)CC(CC(=O)NC(c2ccccc2)c2ccccc2)C(=O)N1CCC1=CCCCC1 (stereo not drawn)	1.1	8.1
41	CCOC1=C2[C@H]([C@H]3C(=O)N(c4ccccc4)C(=O)[C@H]3C1)[C@@H](c1ccccc1)N(S(=O)(=O)c1ccc(C)cc1)[C@H]2c1ccccc1	2.2	8.0
42	O=C(c1cc(C2CCCCN2S(=O)(=O)c2ccccc2)on1)N1CCOCC1 (stereo not drawn)	1.5	-2.3
43	Cn1ccc2c(-c3cccc4ccccc34)cc3c(c21)C1CCC3C1 (stereo not drawn)	6.0	-361.6
44	Cc1ccc(S(=O)(=O)N2[C@@H](CO)CO[C@H]2CC(=O)OCc2ccccc2)cc1	-0.6	10.4
45	COc1ccccc1-c1cnc(C(O)c2ccc(F)c(F)c2)[nH]1 (stereo not drawn)	-1.2	9.9
46	O=C1NC[C@@H](Cc2cccc3ccccc23)N(CCc2cccc(F)c2)C1=O	-4.3	3.5
47	O=C(NCc1cccnc1)c1cc(C2CCCCN2C(=O)OCc2ccccc2)on1 (stereo not drawn)	-2.5	18.4
48	O=C(CC[C@H]1O[C@@H](n2cnc3c(NC(=O)c4ccccc4)ncnc32)[C@H](O)[C@@H]1O)NCCc1cc2ccccc2[nH]1	2.1	10.7
49	Cn1ccc2c(-c3ccc(C(N)=O)cc3)cc3c(c21)C1CCC3C1 (stereo not drawn)	-22.0	-348.5
50	CCc1nc2ccc(C(=O)Nc3ccc(OC)c(OC)c3)cn2c1N(CC)Cc1ccc(OC)c(OC)c1	0.6	12.1
51	NC(c1ccccc1)c1csc(Nc2ccc(C(=O)NCCCO)cn2)n1 (stereo not drawn)	-0.2	-309.8
52	COC(=O)CCCn1cc(CN(C)C2CN(Cc3cn(CCCC(=O)OC)nn3)S(=O)(=O)C2)nn1 (stereo not drawn)	1.5	9.0
53	COC(=O)[C@@]1(Cc2ccc(OC)cc2)[C@H]2c3cc(C(=O)N4CCCC4)n(Cc4ccccc4)c3C[C@H]2CN1C(=O)c1ccccc1	-2.8	-0.8
54	Cc1ccc(Cc2c(-c3ccc(C)cc3)nc3c(Cl)cc(C(F)(F)F)cn23)cc1	-2.5	-392.9
55	COc1cc(F)ccc1-c1csc(C(O)c2ccc(F)cc2)n1 (stereo not drawn)	1.8	14.7
56	C#CCNC(=O)c1ccc2sc([C@@H]3O[C@H](CO)[C@H](O)[C@H](O)[C@H]3O)nc2c1	1.1	18.9
57	CC(C)c1cccc(C(C)C)c1NC(=O)OC1CCCCC1	-1.9	-8.1
58	CO[C@@H]1CN(C)C(=O)c2cc(NC(=O)C3CC3)ccc2OC[C@H](C)N(C(=O)CN2CCOCC2)C[C@@H]1C	3.0	19.2
59	CCCCNC(=O)C(NC(=O)c1cccc2ccccc12)C(=O)c1ccccc1 (stereo not drawn)	0.2	29.1
60	CCCCN(C)C(=O)c1ccc(Nc2nc(C(N)CCc3ccccc3)cs2)nc1 (stereo not drawn)	-7.0	-113.5
61	C=CCC[C@H](CCCCC)OC(=O)/C=C/[C@@H](O)[C@H](O)C[C@H](O)CC=C	1.6	15.1
62	CCOC(=O)C1(C)CCCN(C(=O)c2snnc2C)C1 (stereo not drawn)	-0.4	21.2
63	CCCNC(=O)C1(C)CCCN(Cc2cccc3ccccc23)C1 (stereo not drawn)	2.2	15.1
64	O=C(N1CCOCC1)N1[C@H](COCc2ccccc2)C=CS1(=O)=O	1.8	17.1
65	CCOC(=O)[C@]12CCC=C1N(Cc1cccc3ccccc13)C(=O)[C@H](CC(=O)N1CCCCC1)C2	2.1	18.3
66	Cc1cccc(C(O)c2ncc(-c3cccc(C(F)(F)F)c3)[nH]2)c1C (stereo not drawn)	0.7	21.4
67	CCC(C(=O)NC1CCCC1)n1c(C2CC2)nc2ccccc21 (stereo not drawn)	0.6	11.4
68	CC(C)(C)c1ccc(Nc2n[nH]c3ccccc23)cc1	-3.9	-376.2
69	CCCCC1CC2=C(C(=O)OC(C)(C)O2)C(c2ccc(F)cc2)O1 (stereo not drawn)	-2.5	16.6
70	COCCN1C[C@@H](CO)O[C@@H](n2cnc3c(NCc4ccncc4)ncnc32)C1	-2.8	5.0
71	COC1OC(c2ccccc2)=C(c2cnc(N)nc2)c2ccc(F)cc21 (stereo not drawn)	-34.0	-19.0
72	Cc1ccc2c(c1)N(Cc1ccccc1)C(=O)C(C)S2 (stereo not drawn)	-0.7	16.0
73	CC1(C(=O)NS(=O)(=O)c2ccccc2C(F)(F)F)CCN1C(=O)C1CCCCC1 (stereo not drawn)	1.7	21.2
74	CCOC(=O)C1=CCN(S(=O)(=O)c2ccccc2Br)C1c1ccc(C)cc1 (stereo not drawn)	1.1	17.9
75	Cc1cc2nc(-c3ccc(C#N)cc3)c(Cc3ccsc3)n2c(C)c1Br	9.7	-28.7
76	CC1(C(=O)NS(=O)(=O)Cc2ccccc2)CCN1C(=O)Cc1cc(F)ccc1F (stereo not drawn)	0.1	13.6
77	CCC(c1nc2ccccc2[nH]1)n1c(-c2cccnc2)nc2ccccc21 (stereo not drawn)	1.3	2.0
78	CC1(C(=O)O)CCCN1C(=O)c1cccc2ccccc12 (stereo not drawn)	1.1	9.5
79	CC1(C(=O)NS(=O)(=O)c2cccc(Cl)c2)CCN1C(=O)C1(c2ccccc2)CC1 (stereo not drawn)	0.2	5.9
80	CC1=C(C(=O)N(C(C)C)C(C)C)CC(CC(=O)NCc2ccco2)C(=O)N1Cc1ccc(F)cc1 (stereo not drawn)	-0.2	10.3
81	Cc1cccc(C)c1NC(=O)C(c1ccc(C(F)(F)F)cc1)n1c(=O)c(-c2cc3ccccc3[nH]2)nc2ccccc21 (stereo not drawn)	-16.5	-390.9
82	Fc1cccc(Cc2c(-c3cccc(Cl)c3)nc3ccc(Br)cn23)c1	45.8*	5.9
83	COC(=O)c1ccc2nc(-c3ccc(OC)c(OC)c3)c(Cc3ccsc3)n2c1	-1.6	-88.4
84	CCc1nc2ccc(C(=O)NCc3ccc4c(c3)OCO4)cn2c1N(C)CCC(C)C	-5.7	-2.8
85	COCCCNC(=O)C[C@@H]1C[C@@]2(C(=O)OC)CCCCC=C2N(Cc2ccccc2)C1=O	3.2	12.2
86	COc1ccc(S(=O)(=O)N2CCC[C@H]2C(=O)N2CCC[C@H]2C(=O)NCc2ccncc2)cc1C	0.0	21.7
87	CCN(CC)C(=O)c1ncn2c1C(=O)N(C)CC2	0.8	17.3
88	NC(c1csc(NC(=O)c2cccc(OC(F)(F)F)c2)n1)c1ccccc1Cl (stereo not drawn)	-4.1	-3.9
89	CCCCn1nnnc1C(c1ccccc1)N1CCN(C/C=C/c2ccccc2)CC1 (stereo not drawn)	-2.2	7.3
90	CCc1nc2c(OCCn3cccc3)cccn2c1N(C)C(=O)c1ccccc1F	-5.7	10.6

The listing continues.
no.	Molecule	SENP1 inh	SENP8 block
91	CCNc1nc(NC(C)C)nc(-c2ccncc2)n1	-5.1	4.4
92	CC1=C(C(=O)N2CCCCCC2)CC(CC(=O)NCC2CCCCC2)C(=O)N1Cc1ccc(F)cc1 (stereo not drawn)	-0.4	9.4
93	CC(=O)NCCNc1nc2cc(-c3ccc4c(ccn4C)c3)sc2c(=O)n1C	-0.8	i
94	CC(=O)Nc1cc(-c2cccc(C(=O)NCCN(C)C)c2)cn2c(-c3ccccc3)cnc12	-2.3	-98.8
95	Cc1cscc1-c1cc2nc(NCCCN(C)C)n(C)c(=O)c2s1	-1.4	-70.8
96	COc1cccc(CNC(=S)Nc2ccc3c(c2)c(=O)n(C)n3Cc2csc(C)n2)c1	-3.7	-483.1
